tuberculosis growth – growth inhibition of non-replicating M. tuberculosis (AID 488890). Mycobacterium tuberculosis non-replicating, growth inhibition; higher % means a stronger effect. inhibition, % at 25 µM, or IC50 in µM where a hit was titrated. 320,000 tested, 0.39% active; in the data active = a potency from the dose series; inconclusive = inhibition mostly from about 82% at the one dose, without a potency; inactive = the rest, 99 in 100 with inhibition below about 76%;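 note: plate controls were DMSO cells for no effect and high antibiotic wells for full effect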
PhoP GFP inhibition – PhoP regulon inhibitors, Salmonella typhi PhoP promoter GFP reporter, confirmatory (AID 1850); Salmonella Typhi PhoP-promoter GFP reporter, fluorescence, 4 h; higher % means a stronger effect; inhibition, % at 50 µM; hits with a dose series show IC50 in µM; 310,000 tested, 0.33% active; in the data active = a potency from the dose series; inconclusive = inhibition mostly from about 25% at the one dose, without a potency; inactive = the rest, 99 in 100 with inhibition below about 19%;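 note: 0% = induced wells with vehicle and 100% = uninduced wells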
H37Rv inhibition – M. tuberculosis growth inhibition, HTS (AID 449762). 330,000 tested, 0.59% active. M. tuberculosis H37Rv growth inhibition, 7H9 media; higher % means a stronger effect. inhibition, % at 25 µM, or IC50 in µM where a hit was titrated; in the data active = a potency from the dose series; inconclusive = inhibition above about 70% without an active follow-up result;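 note: bacterial growth assessed after seven days of incubation; strong numbers were not always called active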
H1N1 NS1A inhibition – H1N1 influenza NS1A inhibitors, functional cell based assay (AID 504329); NS1A functional cell-based assay, percent inhibition; higher % means a stronger effect; 340,000 tested, 0.3% active; inhibition, % at 12.5 µM; hits with a dose series show IC50 in µM; in the data active = a potency from the dose series; inconclusive = inhibition above about 27% without an active follow-up result; note: strong numbers were not always called active
inhibitors of VEEV – inhibitors of VEEV TC-83 cytopathic effect, confirmation, Vero cells (AID 588727) | Vero cells, VEEV TC-83 cytopathic effect inhibition; higher % means a stronger effect | 350,000 tested, 0.13% active | inhibition, % at 20 µM, or IC50 in µM where a hit was titrated; in the data active = a potency from the dose series; inconclusive = inhibition mostly from about 14% at the one dose, without a potency; inactive = the rest, 99 in 100 with inhibition below about 12%; note: strong numbers were not always called active
inhibitors of VEEV 10K pilot screen – second read-out of inhibitors of VEEV, no call of its own (marks repeat the call); inhibition, %; measured here: 10K pilot screen inhibition
The depositor's hits bear a star; i = inactive; ? = inconclusive; nt = no result given.

SMILES	tuberculosis growth	PhoP GFP inhibition	H37Rv inhibition	H1N1 NS1A inhibition	inhibitors of VEEV	others
COCOC1CCC2C3CCC4=CC(=O)CCC4=C3C=CC12C (stereo unspecified)	nt	nt	nt	14%	0.5%
COc1cccc(OC)c1C(=O)NC(=O)Oc1c(F)cccc1F	-11%	-4%	8%	-11%	i
Cc1c(C(=O)N2CCCCCC2)c(S(=O)(=O)NCc2ccccc2Cl)c(C)n1C	2%	-2%	0%	6%	0.8%
C#CCOCCOCCOCCNc1nc(N2CCOCC2)nc(N2CCN(C(=O)Cn3cc(CC(C)O)nn3)CC2)n1 (stereo unspecified)	-7%	4%	-1%	-2%	0.1%
O=C(NCCn1c(C(F)(F)F)nc2ccccc21)[C@H]1CCCN1c1nc(CN2CCCCC2)cs1	14%	-45%	-3%	0%	0.3%
NC(=O)c1ccc(NC(=O)COC(=O)c2cc([N+](=O)[O-])ccc2N2CCOCC2)cc1	-1%	7%	7%	-8%	7.7%
C=CCn1c(SCC(=O)NC2CCCCC2)nnc1C(C)NC(=O)c1cccs1 (stereo unspecified)	5%	0%	-5%	-2%	1.2%
Cc1nc(C)n(C(C)CNC(=O)c2ccco2)n1 (stereo unspecified)	-4%	-3%	-6%	-14%	i
Cc1ccc(O)c(N)c1	-6%	nt	-9%	1%	i
Oc1ccc(N2CCN(C(c3cccs3)c3nnnn3CCc3ccccc3)CC2)cc1 (stereo unspecified)	46%	6%	1%	18%	1.3%
COc1ccccc1CCNC(=O)CCn1c(=O)oc2ccccc21	-22%	-6%	-1%	0%	0.3%
CC(C)c1ccc(/C=C/C(=O)NNC(=O)c2cccnc2)cc1	-10%	10%	-1%	-1%	3.5%
CC(C)n1ncc2c(C(=O)Nc3cccc(C#N)c3)cc(C3CC3)nc21	41%	nt	64%	-5%	?
COc1ccc(Br)cc1CN1CCC(N2CCCC2)CC1	6%	-3%	5%	19%	i
O=S(=O)(c1ccccc1)[C@@]1(c2ccc(Br)cc2)C[C@@H]2ON=C(c3cccc(Br)c3)[C@@H]2C1	20%	0%	-6%	-1%	i
CC(=O)Nc1ccc2nc(SCC(=O)O)sc2c1	1%	-4%	-12%	1%	0.9%
COc1ccc(NC(=O)CNc2cc(S(=O)(=O)N3CCOCC3)ccc2N2CCOCC2)c(OC)c1	4%	nt	3%	-2%	2.0%
COC(=O)c1ccc(CNC(=O)COC(=O)C2CC3C=CC2C3)cc1 (stereo unspecified)	54%	7%	-4%	2%	0.5%	inhibitors of VEEV 10K pilot screen=0.4
CNc1ccccc1C(=O)OCC(=O)c1ccc(F)cc1	48%	-19%	3%	-2%	0.0%
COc1cc(OC)cc(C(=O)OCC(=O)NC2CCCCCC2)c1	50%	nt	13%	-8%	i
COc1cc(/C=N/NC(=O)c2ccccc2NS(=O)(=O)c2cccs2)ccc1O	nt	nt	nt	-1%	i
C/C(=C\C(=O)c1ccncc1)Nc1ccccc1O	4.2µM*	-7%	?	6%	1.2%
COc1c(C)cc(C(=O)C2CCCN(Cc3cnc(N4CCOCC4)s3)C2)cc1C (stereo unspecified)	30%	10%	1%	-2%	2.0%
O=C(NC(=S)Nc1cccnc1)c1cccs1	-1%	1%	2%	-15%	i
CC(=O)NC(CC(=O)Nc1cccc(S(=O)(=O)N2CCCC2)c1)c1ccccc1 (stereo unspecified)	-1%	-2%	-1%	-8%	1.5%

Reprinted from the part before: 7 compounds, then new ones.
SMILES	tuberculosis growth	PhoP GFP inhibition	H37Rv inhibition	H1N1 NS1A inhibition	inhibitors of VEEV	others
CNc1ccccc1C(=O)OCC(=O)c1ccc(F)cc1	48%	-19%	3%	-2%	0.0%
COc1cc(OC)cc(C(=O)OCC(=O)NC2CCCCCC2)c1	50%	nt	13%	-8%	i
COc1cc(/C=N/NC(=O)c2ccccc2NS(=O)(=O)c2cccs2)ccc1O	nt	nt	nt	-1%	i
C/C(=C\C(=O)c1ccncc1)Nc1ccccc1O	4.2µM*	-7%	?	6%	1.2%
COc1c(C)cc(C(=O)C2CCCN(Cc3cnc(N4CCOCC4)s3)C2)cc1C (stereo unspecified)	30%	10%	1%	-2%	2.0%
O=C(NC(=S)Nc1cccnc1)c1cccs1	-1%	1%	2%	-15%	i
CC(=O)NC(CC(=O)Nc1cccc(S(=O)(=O)N2CCCC2)c1)c1ccccc1 (stereo unspecified)	-1%	-2%	-1%	-8%	1.5%
CC1c2cc3c(cc2CCN1CC(=O)Nc1ccc(S(=O)(=O)N2CCCC2)cc1)OCCCO3 (stereo unspecified)	36%	-10%	4%	2%	4.2%
O=C(NC1CCCC1)C(c1ccccc1)N(Cc1cccnc1)C(=O)Cc1cccs1 (stereo unspecified)	10%	-4%	1%	3%	0.9%
CC(C)N1CC(C(=O)Nc2cccc([N+](=O)[O-])c2)CC1=O (stereo unspecified)	8%	-5%	3%	-3%	0.3%
CCOc1ccccc1NC(=O)Cn1nnc(C(=O)NCCc2ccc(OC)c(OC)c2)c1N	7%	-5%	4%	10%	0.9%
CC(C)N(C(=O)[C@H]1CC(CC(=O)NCCC2=CCCCC2)C(=O)N2CCc3c([nH]c4ccccc34)[C@]12C)C(C)C (stereo partly specified)	23%	nt	15%	3%	0.3%
COc1cc(NC(=O)C(C)C)ccc1NC(=O)c1cc2ccccc2o1	-4%	9%	0%	4%	3.4%
O=C(/C=N/O)NCC1CCNCC1	-15%	2%	-3%	-5%	i
COc1ccc(C(=O)NNC(=O)CCC(=O)NNC(=O)c2ccc(OC)cc2)cc1	nt	-5%	6%	6%	0.8%
CN(C)CC/C=C1/c2cc(F)ccc2CSc2ccc(F)cc21	8%	-8%	7%	1%	0.7%
Cc1cc(NC(=O)CCC(=O)N(CC(=O)NCC2CCCO2)c2ccc(F)c(Cl)c2)no1 (stereo unspecified)	-10%	0%	0%	-1%	2.9%
Fc1ccc(CSc2ccc3nnc(-c4cccnc4)n3n2)cc1	-13%	-3%	-6%	9%	6.6%
CCN(CC)S(=O)(=O)c1ccc(C(=O)NNC2=NS(=O)(=O)c3ccccc32)cc1	-18%	6%	-5%	19%	1.4%
O=C(COC(=O)CN1C(=O)NC2(CCCCC2)C1=O)Nc1cc(F)ccc1F	-5%	nt	-1%	0%	1.0%
COc1ccccc1C/C(N)=N/OC(=O)COc1cccc2ccccc12	17%	1%	-5%	-4%	5.0%
O=C(N/C(=C\c1ccccc1)C(=O)N1CCOCC1)c1ccco1	-2%	1%	-1%	-13%	i
COc1cccc(/C=N/NC(=O)c2cnn(-c3ccccc3)c2N)c1	3%	-7%	12%	0%	11%
COc1ccc(/C=C/C(=O)c2c(O)n(CCC3=CCCCC3)c(=O)[nH]c2=O)cc1OC	?	-53%	?	-10%	5.8%
O=C(O)c1ccc(-n2c(=O)c3ccccc3c3ccccc3c2=O)cc1	23%	4%	24%	-7%	1.8%
CCN(CC(=O)Nc1ccc(OC)cc1)C(=O)c1ccccc1Sc1ccccc1C#N	30%	5%	1%	-4%	6.9%
Cc1ccc(Cn2nnc3c(=O)[nH]c(C4CCCN(C(=O)Nc5ccc(F)cc5F)C4)nc32)cc1 (stereo unspecified)	45%	-2%	58%	-1%	3.9%
CCOC(=O)c1c(NC(=O)CSc2n[nH]c(N)n2)sc(CC)c1C	-9%	-11%	-16%	-20%	i
O=C1CSC(c2ccccn2)N1c1ccc(Cl)c(Cl)c1 (stereo unspecified)	6%	-15%	3%	-1%	i
Cn1c(SCC(=O)Nc2nc3c(s2)CCCC3)nnc1-c1ccccc1	24%	0%	-1%	10%	1.2%
CC1OC(Nc2ccc(OC(F)(F)F)cc2)C(O)C(O)C1O (stereo unspecified)	3%	-4%	-9%	1%	3.3%
S=c1[nH]c2cnccc2n1Cc1ccccc1	3%	7%	-3%	19%	0.4%

Next results.
SMILES	tuberculosis growth	PhoP GFP inhibition	H37Rv inhibition	H1N1 NS1A inhibition	inhibitors of VEEV	others
Cc1cccc(N=Nc2c(C)[nH]n(C(N)=S)c2=O)c1C	?	-3%	?	nt	nt
CC(=O)Nc1ccc(NC(=O)CCCNC(=O)c2ccc(Cl)cc2)cc1	-2%	4%	10%	6%	1.0%
O=C(COC(=O)/C=C/c1ccc(Cl)cc1)Nc1cccc(S(=O)(=O)NC2=NCCCCC2)c1	7%	nt	-4%	-4%	0.8%
N#Cc1ccccc1COC(=O)c1cc(=O)c2ccccc2o1	-1%	3%	-1%	2%	0.4%
COc1cccc(O)c1CN1CCCC(C(=O)c2sccc2C)C1 (stereo unspecified)	22%	6%	-4%	0%	1.9%
CCCCN(C(=O)c1ccc([N+](=O)[O-])o1)c1c(N)n(CC(C)C)c(=O)[nH]c1=O	23%	-51%	15%	-14%	i
Cc1cccnc1NC(=O)COc1ccc2c(c1)CCC2	nt	-2%	55%	1%	0.7%
OCC(CBr)(CBr)CBr	-13%	nt	-7%	5%	i
Cc1ccc(C(C(=O)NCC2CCCO2)N(Cc2ccccc2)C(=O)c2ccc(-c3ccccc3)[nH]2)o1 (stereo unspecified)	25%	-5%	23µM*	5%	7.5%
O=C1CN(S(=O)(=O)c2cc(Br)ccc2Br)CCN1	-2%	nt	1%	-7%	3.7%
Cc1nc2ccccc2cc1C(=O)N(C)Cc1ccccc1	3%	5%	-7%	2%	1.7%
O=C(Nc1ccc(F)c(Cl)c1)C1CCCCC1	48%	9%	-6%	-10%	4.0%
CC1(c2ccccc2)NC(=O)N(CC(=O)Nc2cc(S(=O)(=O)N3CCOCC3)ccc2Cl)C1=O (stereo unspecified)	14%	8%	1%	4%	5.1%
CCOC(=O)C1CCCN(C(=O)c2ccc3nc(-c4cccc(OC)c4)oc3c2)C1 (stereo unspecified)	11%	-11%	?	8%	6.5%
Cc1cc(C)n(C(C)CC(=O)N2CCc3ccccc32)n1 (stereo unspecified)	-13%	-21%	7%	-3%	1.3%
CC(C)(CNC(=O)Cc1ccc(Cl)cc1Cl)N1CCOCC1	6%	12%	6%	4%	i
O=C(CCc1cn2ccccc2n1)NC1CCCc2c1cnn2-c1ccccc1F (stereo unspecified)	-9%	6%	5%	-1%	1.1%
CCN(C(=O)c1cc2ccccc2oc1=O)c1ccccc1	3%	-10%	1%	3%	11%
Cc1nc2ccccc2c2oc(C(=O)N3CCc4ccccc4C3)cc12	9%	4%	-8%	15%	6.9%
O=c1c([N+](=O)[O-])cccn1Cc1cccc(Cl)c1	46%	3%	0%	-3%	1.5%
Oc1ccccc1/C=N/NC(=S)NCCc1ccccc1	?	11%	4%	1%	1.7%
O=[N+]([O-])/C=C\c1ccc(N2CCCC2)c(F)c1	nt	nt	nt	-3%	40%
Cc1cc2c(n1-c1ccc(C(=O)O)cc1)CCCCC2	-8%	-6%	4%	nt	nt
COc1ccc(-c2nc(=S)[nH][nH]2)cc1OC	-14%	1%	2%	3%	0.7%
COc1cc(NC(=O)CCn2c(=O)oc3ccccc32)cc(OC)c1OC	-17%	8%	7%	3%	1.8%

The listing continues.
SMILES	tuberculosis growth	PhoP GFP inhibition	H37Rv inhibition	H1N1 NS1A inhibition	inhibitors of VEEV	others
CN(C)S(=O)(=O)c1ccc(N2CCN(S(=O)(=O)c3ccc(F)cc3)CC2)c(Cl)c1	9%	-14%	2%	-15%	0.8%
CS(=O)(=O)N(CCC#N)Cc1ccco1	-9%	2%	-4%	-1%	0.6%
COc1ccc2nc(SCC(=O)Nc3ccccc3C#N)[nH]c2c1	4%	-8%	1%	4%	0.8%
O=C(CNC(=O)Cc1ccccc1)NCC(=O)N1CCN(C(c2ccccc2)c2ccccc2)CC1	6%	1%	-4%	-2%	0.3%
COc1cccc(OC)c1C(=O)OCC(=O)N(c1ccccc1)C1CCCCC1	-3%	nt	1%	11%	6.8%
COc1cccc(N(CC(=O)NCCN2CCOCC2)S(=O)(=O)c2ccccc2)c1	-11%	2%	-6%	-4%	1.7%
O=C(NCc1nc(-c2ccccc2)no1)c1ccc(Br)o1	22%	1%	5%	1%	0.6%
COc1ccccc1C(=O)NC1CCSc2ccccc21 (stereo unspecified)	15%	-2%	-6%	-5%	1.1%
CN1CCN(c2cc(=O)n(Cc3ccc(F)cc3)c(=O)[nH]2)CC1	-33%	-2%	-10%	1%	0.6%
Clc1ccc(NCc2nnc3n2CCCCC3)cc1	8%	-3%	-1%	7%	0.2%
CC(=O)Nc1cccc(NC(=O)CSc2n[nH]c(-c3ccccc3)n2)c1	7%	nt	-1%	-3%	i
COc1ccc2oc(=O)c(C(=O)n3ccc(C)n3)cc2c1	-8%	0%	1%	24%	i
CSc1ccc(CN2CCC(Cc3ccccc3)CC2)cc1	7%	7%	-14%	-2%	i

Two successive records from above:
SMILES	tuberculosis growth	PhoP GFP inhibition	H37Rv inhibition	H1N1 NS1A inhibition	inhibitors of VEEV	others
COc1cccc(OC)c1C(=O)OCC(=O)N(c1ccccc1)C1CCCCC1	-3%	nt	1%	11%	6.8%
COc1cccc(N(CC(=O)NCCN2CCOCC2)S(=O)(=O)c2ccccc2)c1	-11%	2%	-6%	-4%	1.7%
